# GAA glycogen mod: qHTS Assay for Inhibitors and Activators of Human alpha-Glucosidase Cleavage of Glycogen | recombinant GAA, glycogen substrate, Amplex Red glucose oxidase fluorescence | Potency, µM (doses to about 76.4 µM), inactives show at the top dose activity change, negative = inhibition, hits mostly inhibitors | 300,000 compounds, 0.38% hits; active means well fitted inhibition curve with a large enough effect; inconclusive means small, poorly fitted or top-dose-only effect, or another doubt; inactive means no such curve, though single readings can be large or run the other way;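 further: 0% = full enzyme reaction and -100% = no-enzyme basal signal; the screen sought inhibitors and activators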
#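 Recombinant human enzyme (4 nM); glycogen substrate; 37 C, 40 min, pH 5.0. Readout: coupled glucose oxidase/Amplex Red fluorescence.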
# Active calls of the source: *; ? = inconclusive; [ ] = remark or other dose. Potency means the concentration at half of the fitted maximal effect. Some of the compounds tested, so the mix of outcomes need not match the whole.
SMILES,GAA glycogen mod
CC(C)(C)c1ccc(OCc2cc(=O)n3c4c(sc3n2)CCCC4)cc1,3%[76.3 µM]
CCOC(=O)N1CCC(NC(=O)Cc2ccccc2)CC1,5%[76.3 µM]
O=C(Nc1cc(Br)ccc1O)C1CC(c2ccccc2Cl)=NO1 (stereo not given),-30%[76.3 µM]
COc1ccc(NC(=O)Cn2c(=O)n(-c3ccc(CC(=O)NCC4CCCO4)cc3)c(=O)c3ccccc32)c(OC)c1 (stereo not given),-5%[76.3 µM]
COc1ccc(Cn2c(CCC(=O)NCc3cccc(Cl)c3)nc3cccnc32)cc1,-16%[76.3 µM]
CCOc1nc(Nc2ccc(OC)cc2OC)nc(OCC)n1,0%[76.3 µM]
CCC(C(=O)Nc1c2c(nn1C(C)(C)C)CS(=O)(=O)C2)c1ccccc1 (stereo not given),-7%[76.3 µM]
Cc1cc(=O)oc2cc(OCc3ccccc3)ccc12,-6%[76.3 µM]
CCN(CC)CCCNC(=O)C1CCN(C(=O)c2oc3cc4sc(N(C)C)nc4cc3c2C)CC1,17%[76.3 µM]
CCc1noc(C)c1C(=O)OCC(=O)c1ccccc1OC,-4%[76.3 µM]
COc1ccc2c(c1)NC(c1cccnc1)=NC(c1ccc(F)cc1)=N2,-5%[76.3 µM]
CC(C)c1ccc(C2Sc3ccccc3NC3=C2C(=O)c2ccccc23)cc1 (stereo not given),-8%[76.3 µM]
O=C(Nc1c(C(=O)N2CCOCC2)cnn1-c1ccccc1)c1ccc([N+](=O)[O-])cc1,-4%[76.3 µM]
COc1ccccc1NC(=O)C(Cc1ccccc1)NS(=O)(=O)c1ccc2c(c1)c(=O)n(C)c(=O)n2C (stereo not given),-3%[76.3 µM]
CC(C)C[C@@H](CO)N1CCN(CCCc2ccccc2)CCC1=O,-15%[76.3 µM]
COc1ccccc1N1CCN(CCCNC(=O)c2nnc(Cc3c(F)cccc3Cl)o2)CC1,1%[76.3 µM]
CC(C)CCOP(=O)(c1ccc(N(C)C)cc1)C(O)c1ccccc1 (stereo not given),4%
Cc1ccc(-n2nc3c(N4CCC(C(=O)NCCc5ccco5)CC4)nnc(C)c3c2C)cc1,-17%[76.3 µM]
CN(CCc1ccccn1)C(=O)c1ccc(OC2CCN(CCc3ccccc3)CC2)cc1,0%[76.3 µM]
COc1ccc(CC(=O)NCCc2ccc(OC)c(OC)c2)cc1,2%
COc1ccc(C2NC(=O)c3ccccc3N2)cc1 (stereo not given),-8%
COc1ccc(-c2nn(-c3ccccc3)cc2C2NC(=O)NC(C)=C2C(=O)OC(C)C)cc1OC (stereo not given),-2%[76.3 µM]
CCSc1oc(-c2ccco2)nc1S(=O)(=O)c1ccc(Br)cc1,-11%[76.3 µM]
Cc1noc(C)c1COc1ccccc1C(=O)NC1CCC(C)CC1 (stereo not given),-4%[76.3 µM]
CN1CCN(C(=O)c2cccn(Cc3cccc(Cl)c3)c2=O)CC1,3%
# (list continues)
SMILES,GAA glycogen mod
Cc1nn(CC(=O)NC2CCC(C)CC2)c(=O)c2c1sc1ccccc12 (stereo not given),13%[76.3 µM]
Cc1ccc(OCc2cc(C(=O)NC(C)Cc3cccnc3)no2)cc1C (stereo not given),3%[76.3 µM]
COc1ccc(N(Cc2cc(=O)[nH]c3ccccc23)C(=O)CCl)cc1,11%[76.3 µM]
C#CCN(CC=C)C(=O)c1ccc(OC2CCN(S(=O)(=O)N(C)C)CC2)cc1,15%[76.3 µM]
CS(=O)(=O)N1CCc2cc(C(=O)Nc3ccc(Cl)c(C(F)(F)F)c3)ccc21,-8%[76.3 µM]
Cc1ccc(NC(=O)/C=C/c2ccccc2)c(Br)c1,-23%[76.3 µM]
CCN(CC)C(=O)Cn1nnc2sc(-c3ccccc3)cc2c1=O,0%[76.3 µM]
O=C(NC1CCCC1)C(c1cccnc1)N(C(=O)c1csnn1)c1ccccc1 (stereo not given),5%[76.3 µM]
CCC(C(=O)NC1CCCCC1)N(Cc1cccs1)C(=O)CCC(=O)Nc1cc(C)on1 (stereo not given),10%[76.3 µM]
COc1ccc(C(=O)c2ccsc2N)cc1,5%
Cc1ccc(NC(=O)CCC(=O)N2CCC(C)CC2)c([N+](=O)[O-])c1,0%[76.3 µM]
CCOc1cccc(/C=N/NC(=O)c2cccnc2)c1O,3%[76.3 µM]
COc1ccc(/C=N\Nc2ccccn2)c(OC)c1,?
O=C(COC(=O)c1ccccc1NCCO)Nc1cc(C(F)(F)F)ccc1N1CCOCC1,2%[76.3 µM]
CC(C)N(C)Cc1cn(C)nc1-c1ccc(Oc2ccccc2)cc1,-7%[76.3 µM]
CN(C)CCN(C(=O)c1ccco1)c1nc2cc3c(cc2s1)OCCO3,-4%[76.3 µM]
Cc1cc(C)cc(N(C(=O)c2ccco2)C(C(=O)NC2CCCC2)c2ccncc2)c1 (stereo not given),0%
CC(NCCc1ccc(S(N)(=O)=O)cc1)C(=O)NCc1ccccc1 (stereo not given),3%
Cc1cccc(N(C)C(=O)c2cc(S(=O)(=O)N3CCc4ccccc43)cn2C)c1,-7%[76.3 µM]
CCOc1ccc(CCNC(=O)CS(=O)Cc2nc(-c3ccccc3C)oc2C)cc1OCC (stereo not given),-5%[76.3 µM]
CC(=O)N1CCC(N(C(=O)Nc2ccc(C)c(F)c2)C(C)C)CC1,-6%[76.3 µM]
CCN(CCCNC(=O)c1nn(-c2ccc(C)cc2)c(=O)c2c1c1ccccc1n2C)c1cccc(C)c1,16%[76.3 µM]
Cc1ccc(C(=O)N2CCN(C)CC2)cc1S(=O)(=O)N1CCCCCC1,-15%[76.3 µM]
O=C(c1ccc(Cl)cc1)n1nc(-c2cccnc2)nc1NCc1ccc(F)cc1,11%[76.3 µM]
O=C(c1ccc2c(c1)OCO2)N1CCN(S(=O)(=O)c2ccc(Cl)cc2)CC1,3%

# As a working copy, some entries already given:
SMILES,GAA glycogen mod
CC(C)c1ccc(C2Sc3ccccc3NC3=C2C(=O)c2ccccc23)cc1 (stereo not given),-8%[76.3 µM]
O=C(Nc1c(C(=O)N2CCOCC2)cnn1-c1ccccc1)c1ccc([N+](=O)[O-])cc1,-4%[76.3 µM]
COc1ccccc1NC(=O)C(Cc1ccccc1)NS(=O)(=O)c1ccc2c(c1)c(=O)n(C)c(=O)n2C (stereo not given),-3%[76.3 µM]
CC(C)C[C@@H](CO)N1CCN(CCCc2ccccc2)CCC1=O,-15%[76.3 µM]
COc1ccccc1N1CCN(CCCNC(=O)c2nnc(Cc3c(F)cccc3Cl)o2)CC1,1%[76.3 µM]
CC(C)CCOP(=O)(c1ccc(N(C)C)cc1)C(O)c1ccccc1 (stereo not given),4%
Cc1ccc(-n2nc3c(N4CCC(C(=O)NCCc5ccco5)CC4)nnc(C)c3c2C)cc1,-17%[76.3 µM]

# Later entries.
SMILES,GAA glycogen mod
COc1ccccc1OCCCn1c(-c2ccc(Cl)cc2)nc2ccccc2c1=O,-11%[76.3 µM]
CC(=O)N1CCC(C(=O)Nc2ccc(S(=O)(=O)NCCc3ccccc3)cc2)CC1,-1%[76.3 µM]
CCCC(=O)C1=C(O)C(C(=O)OC)C(C)(C)CC1=NCCc1ccccc1 (stereo not given),-6%[76.3 µM]
CCN(CC)CCCNC(=O)C1CCC(CNS(=O)(=O)c2ccc(Cl)cc2)CC1 (stereo not given),-4%
CC(C(=O)Nc1cccc(S(=O)(=O)N2CCOCC2)c1)N1CCN(C)CC1 (stereo not given),-5%[76.3 µM]
COCCCNC(=O)[C@H]1N2C(=O)c3ccccc3C2SC1(C)C (stereo not given in full),3%
Cc1cccc(C)c1NC(=O)CSc1nnc(NC(=O)C2CC2)s1,-8%
Cc1ccc(C(=O)OC(C)C(=O)c2cc(C)c(C)cc2C)o1 (stereo not given),0%[76.3 µM]
Cc1ccc2c(c1)N(CC(=O)NCC(C)c1ccccc1)C(=O)c1cccnc1O2 (stereo not given),14%[76.3 µM]
CCOc1ccc(CCNC(=O)CSc2n[nH]c(N)n2)cc1OCC,-4%[76.3 µM]
O=C(c1cscn1)N1CCCC(N2CCN(c3ccc(F)cc3)CC2)C1 (stereo not given),0%[76.3 µM]
COc1ccc(-c2noc(=O)n2Cc2ccccc2F)cc1,6%[76.3 µM]
O=C(c1cc2cc(Br)ccc2o1)N1CCN(c2ccccc2)CC1,8%[76.3 µM]
O=C(COC(=O)c1ccc(O)cc1O)c1ccc2c(c1)OCO2,2%[76.3 µM]
O=C(CCc1nc2ccccc2c(=O)[nH]1)N1CCN(S(=O)(=O)c2cccc(F)c2)CC1,-1%[76.3 µM]
Cc1ccc(NC(=O)CN2C(=O)c3cccnc3Sc3ccccc32)c(Br)c1,-4%[76.3 µM]
CC(=O)Nc1ccc(C(=O)NNC(=O)c2ccc(Cl)cc2)cc1,11%[76.3 µM]
Cc1cc(C)c2c(N)c(C(=O)Nc3ccc([N+](=O)[O-])cc3)sc2n1,-3%
CN(C)CCN(C(=O)c1ccc(C(=O)c2ccccc2)cc1)c1nc2cc3c(cc2s1)OCO3,0%[76.3 µM]
O=C(CN1CCOCC1)NNC(=O)c1ccc([N+](=O)[O-])cc1,-2%[76.3 µM]
NC(=O)C1CCN(C(=O)COc2ccc3c(c2)oc(=O)c2ccccc23)CC1,-5%[76.3 µM]
Cc1ccc(N2CC(C(=O)Nc3ccc4c(c3)OCCO4)CC2=O)cc1C (stereo not given),-3%[76.3 µM]
CC(=O)c1cn(CCOc2ccc(F)cc2)c2ccccc12,-13%[76.3 µM]
CCc1ccc(NC(=O)C2CCC(CNS(=O)(=O)c3ccc4c(c3)C(C)(C)C(=O)N4C)CC2)cc1 (stereo not given),14%[76.3 µM]
Cc1cccc(Nc2c([N+](=O)[O-])ccc3nonc23)c1C,-10%
# The results go on.
SMILES,GAA glycogen mod
CC(=O)c1ccc(NC(=O)c2cc(-c3ccc(Cl)c(Cl)c3)on2)cc1,11%[76.3 µM]
COc1ccccc1-c1cc(C(=O)Nc2cccnc2Cl)no1,6%
CC(C)(C)c1ccc(C(=O)N2CCCC2c2cccs2)cc1 (stereo not given),9%
O=C(NC1CCCc2ccccc21)C1CCCC1 (stereo not given),2%
CCCN1CCC(=O)N([C@H](CO)Cc2ccccc2)CC1,-2%[76.3 µM]
COCCN(C(=O)c1csnn1)C(C(=O)NC1CCCC1)c1ccc(C)cc1 (stereo not given),1%
Cc1cc2nc(-c3ccc(NC(=O)c4cc5ccccc5o4)cc3)oc2cc1C,-1%[76.3 µM]
Cc1ccccc1N(C(=O)c1csnn1)C(C(=O)NC1CCCC1)c1ccncc1 (stereo not given),-3%
Cc1c(C(=O)N/N=C/c2cccc(O)c2)nnn1-c1nonc1N,2%[76.3 µM]
Cc1cccc(NCc2ccc(Br)cc2)n1,-6%
Cc1ccc(S(=O)(=O)n2ccc3c(OCCOCCSCC(NC(=O)OC(C)(C)C)C(=O)O)cccc32)cc1 (stereo not given),-11%
O=C(COC(=O)c1cccc(-n2cnnn2)c1)c1ccccc1,-7%[76.3 µM]
COc1ccc(-c2nc3c(c(SCc4cc(C)ccc4C)n2)Cc2c(CO)cnc(C)c2O3)cc1,-3%[76.3 µM]
O=C1CC(c2nnc(Cc3ccc(F)cc3Cl)o2)CN1c1ccccc1 (stereo not given),1%[76.3 µM]
CCOc1ccc(CCNC(=O)C2CC(C)=CCC2C(=O)O)cc1OCC (stereo not given),-4%
Cc1c(C)n(CCN(C)C)c2ncnc(NCc3ccccc3)c12,-1%
COc1ccccc1C(=O)N/C(=C\c1cn(S(=O)(=O)N(C)C)c2ccccc12)C(=O)NCCCn1ccnc1,2%[76.3 µM]
CCOC(=O)COn1c(=O)c(-c2ccc(Cl)cc2)[n+]([O-])c2ccccc21,4%
CCOc1ccccc1NC(=O)c1ccc2c(c1)C(=O)N(C(C)(C)C)C2=O,15%[76.3 µM]
CN(Cc1ccccc1)C(=O)CN1C(=O)c2ccccc2C1=O,17%[76.3 µM]
CCN(CC)c1ccc(NC(=O)C(NS(=O)(=O)c2cccs2)C(C)C)c(C)c1 (stereo not given),-19%[76.3 µM]
CC(C)c1c(C(=O)N/N=C/c2cccnc2)nnn1-c1nonc1N,-2%[76.3 µM]
COc1ccc(Cl)c(OC)c1C(=O)NC(=O)Nc1nc(C)nc(C)n1,2%[76.3 µM]
CCOc1ccc(C=NCC(O)c2ccccc2)cc1 (stereo not given),7%
CCC(=O)N1CCc2cc(Br)cc(S(=O)(=O)N3CCCC(C(=O)Nc4ccc(C(C)C)cc4)C3)c21 (stereo not given),2%[76.3 µM]
COc1ccc(S(=O)(=O)Nc2cc(-c3cn4ccc(C)cc4n3)ccc2C)cc1OC,-6%[76.3 µM]

# Retrieved one by one from the entries so far (six):
SMILES,GAA glycogen mod
Cc1cccc(NCc2ccc(Br)cc2)n1,-6%
CCOc1ccc(C=NCC(O)c2ccccc2)cc1 (stereo not given),7%
COc1ccc(S(=O)(=O)Nc2cc(-c3cn4ccc(C)cc4n3)ccc2C)cc1OC,-6%[76.3 µM]
CC(=O)c1ccc(NC(=O)c2cc(-c3ccc(Cl)c(Cl)c3)on2)cc1,11%[76.3 µM]
CC(C)c1c(C(=O)N/N=C/c2cccnc2)nnn1-c1nonc1N,-2%[76.3 µM]
CCC(=O)N1CCc2cc(Br)cc(S(=O)(=O)N3CCCC(C(=O)Nc4ccc(C(C)C)cc4)C3)c21 (stereo not given),2%[76.3 µM]

# Screening data deposited in PubChem BioAssay by National Center for Advancing Translational Sciences (NCATS).
